# CDK5 inh: CDK5/p35 (human) kinase inhibition; Q00535+Q15078; Recombinant CDK5/p35, ADP-Glo luminescence, 60 min; inhibition, % at 10 µM; hit rate 0.01% among 330,000;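 active means highest replicate inhibition of at least 50% and at least 75% of replicates reaching 50%; inconclusive means only one of the two criteria met; inactive means both criteria failed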;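 further: plate controls were DMSO neutral control for no effect and GW8510 at 10 µM for full effect; many of its hits are not listed in these tables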
# NSD2 HMT inh: inhibitors of human histone methyltransferase NSD2 | inhibition, % at 12.5 µM | hit rate 0.54% among 310,000 | NSD2 peptide methylation, AlphaScreen, 120 min | AID 743445; in the data active means inhibition above about 50%
# Target sequence (O96028 whole entry, looked up): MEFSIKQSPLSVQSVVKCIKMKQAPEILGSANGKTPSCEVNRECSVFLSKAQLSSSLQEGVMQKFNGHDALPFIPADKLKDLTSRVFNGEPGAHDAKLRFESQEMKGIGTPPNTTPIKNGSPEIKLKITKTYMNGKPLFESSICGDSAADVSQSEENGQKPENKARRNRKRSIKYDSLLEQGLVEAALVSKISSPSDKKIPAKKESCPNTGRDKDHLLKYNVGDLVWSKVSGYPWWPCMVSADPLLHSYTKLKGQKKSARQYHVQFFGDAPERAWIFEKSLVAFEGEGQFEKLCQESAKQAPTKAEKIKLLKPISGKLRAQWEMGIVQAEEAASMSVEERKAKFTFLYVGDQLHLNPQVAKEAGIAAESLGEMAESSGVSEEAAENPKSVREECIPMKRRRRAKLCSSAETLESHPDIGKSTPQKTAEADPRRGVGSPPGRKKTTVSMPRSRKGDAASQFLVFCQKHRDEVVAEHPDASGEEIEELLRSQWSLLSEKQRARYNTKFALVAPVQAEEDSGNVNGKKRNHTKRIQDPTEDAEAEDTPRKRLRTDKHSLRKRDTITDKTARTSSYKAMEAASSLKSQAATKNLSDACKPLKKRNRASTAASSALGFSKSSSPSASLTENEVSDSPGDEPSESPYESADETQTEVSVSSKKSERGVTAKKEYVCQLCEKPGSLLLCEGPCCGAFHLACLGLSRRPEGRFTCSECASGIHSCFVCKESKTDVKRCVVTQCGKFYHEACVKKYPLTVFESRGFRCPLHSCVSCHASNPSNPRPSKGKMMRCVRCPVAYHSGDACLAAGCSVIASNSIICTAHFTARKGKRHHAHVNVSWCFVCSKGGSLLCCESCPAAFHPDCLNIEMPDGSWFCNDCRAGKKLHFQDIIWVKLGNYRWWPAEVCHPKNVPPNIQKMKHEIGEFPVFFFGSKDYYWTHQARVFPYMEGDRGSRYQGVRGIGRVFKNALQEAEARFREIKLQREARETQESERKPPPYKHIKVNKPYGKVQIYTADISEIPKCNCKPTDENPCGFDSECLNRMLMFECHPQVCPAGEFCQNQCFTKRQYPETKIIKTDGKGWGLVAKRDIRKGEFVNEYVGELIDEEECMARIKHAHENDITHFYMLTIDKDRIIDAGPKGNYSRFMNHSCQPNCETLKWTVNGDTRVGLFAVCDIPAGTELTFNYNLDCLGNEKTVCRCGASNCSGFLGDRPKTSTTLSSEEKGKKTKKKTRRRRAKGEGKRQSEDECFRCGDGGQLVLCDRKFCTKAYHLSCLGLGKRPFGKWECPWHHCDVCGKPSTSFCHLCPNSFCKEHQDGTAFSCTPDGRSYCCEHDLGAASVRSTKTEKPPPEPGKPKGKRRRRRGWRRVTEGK
# Rtt109 Vps75: C. albicans Rtt109 histone acetyltransferase inhibition. hit rate 0.16% among 330,000. purified Rtt109/Vps75, ThioGlo CoA-SH fluorescence, 4 h. AID 540336. inhibition, % at 34.9 µM. Q5AAJ8;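 active means inhibition of at least 50% in every replicate; inconclusive means best replicate reaches 50% inhibition but some replicates fall short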
# dFosB activator: enhances mouse delta FosB homodimer DNA binding; purified delta FosB, TAMRA-CDK5 oligo fluorescence polarization; percent of positive-control signal above neutral wells; activation, % at 25 µM; hit rate 0.99% among 340,000;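 active means mean activation above about 17%, with every replicate also reaching it, limit read from the data, passing the limit was not always enough; inconclusive means only one of the two conditions met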;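 further: fluorescence polarization rise as delta FosB binds a TAMRA Cdk5 AP-1 oligo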
# PvdQ inh: P. aeruginosa PvdQ acylase inhibition | purified PvdQ acylase, fluorescence plate reader | inhibition, % at 10 µM | hit rate 0.063% among 340,000 | AID 488965; in the data active means inhibition above about 30%, passing the limit was not always enough; inconclusive means no clear call, values can overlap the other calls;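 further: 0% = vehicle neutral wells and 100% = reference inhibitor wells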
# SUMO Mot1 rescue: SUMOylation pathway inhibition by Mot1-301 growth rescue; growth rescue, % at 18.8 µM; hit rate 1% among 320,000; S. cerevisiae Mot1-301 growth rescue, ATP luminescence, 38.5C; percent above DMSO median, 100 means doubled;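 active means every valid replicate shows activation above 250% relative to neutral control wells; inactive means the rest, any valid replicate at or below 250%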;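 further: OY570 slx delta 5 strain wells were the positive control but not used for scaling; some compounds called inactive have numbers as strong as hits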
# Keap1 Nrf2 FP: Keap1-Nrf2 (human) interaction inhibition; hit rate 0.15% among 340,000; inhibition, % at 9.4 µM; Keap1 Kelch-Nrf2 peptide fluorescence polarization, 1536-well; AID 504523; in the data active means inhibition above about 12%; inconclusive means no clear call, values can overlap the other calls; inactive means below about 7.3%;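 further: human Keap1 Kelch domain with fluorescein labeled Nrf2 9mer peptide probe; 0% = neutral control wells and 100% = peptide positive control; higher means more block of Keap1 binding to Nrf2 peptide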
# PfHsp90 yeast 2: inhibits growth of yeast expressing Plasmodium falciparum Hsp90 | S. cerevisiae expressing PfHsp90, BacTiter-Glo ATP, 48 h; yeast lacking PDR1 and PDR3 efflux regulators | inhibition, % at 9.4 µM | hit rate 0.32% among 310,000 | AID 504621;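 active means every replicate shows inhibition above about 80%, whatever the replicate mean, limit read from the data; inconclusive means mean inhibition reaches the set limit but some replicate falls short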;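 further: 0% = DMSO neutral controls and 100% = 20 µM radicicol positive controls; yeast relying on Plasmodium falciparum Hsp90 in place of its own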
# LANA DNA inh: KSHV C-LANA DNA binding inhibition; MBP-C-LANA/FAM-LBS DNA binding, fluorescence polarization; inhibition, % at 9 µM; hit rate 0.078% among 340,000;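 active means highest replicate inhibition at or above 60% at 9 µM, even if other replicates fall short; inactive means all replicates below 60% inhibition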;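 further: 0% = neutral control wells and 100% = 4 µM acridine orange control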
# RTF Ca sens inh: cardiac RTF calcium desensitization; P19429+P45379; IANBD-labeled cardiac RTF, Ca2+ fluorescence; inhibition, % at 7.15 µM; hit rate 0.12% among 340,000;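 active means inhibition above the mean inhibition of all tested compounds plus 3 SD, cut at about 17% in these data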;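 further: assay run at fixed EC70 calcium of 1.6 mM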
# RTF Ca sens act: cardiac RTF calcium sensitization | IANBD-labeled TnC RTF fluorescence at EC20 calcium; 0% EC20 calcium, 100% full calcium | activation, % at 7.2 µM | hit rate 0.24% among 340,000;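 active means activation above the mean over all tested compounds plus 3 SD, cut at about 30% in these data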;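 further: rise in fluorescence read as greater calcium sensitivity of cardiac thin filaments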
# An asterisk follows results filed as active; ? = inconclusive; . = no result given.
structure	CDK5 inh	NSD2 HMT inh	Rtt109 Vps75	dFosB activator	PvdQ inh	SUMO Mot1 rescue	Keap1 Nrf2 FP	PfHsp90 yeast 2	LANA DNA inh	RTF Ca sens inh	RTF Ca sens act
COC(=O)c1cc2n(n1)CCN(Cc1ccc(F)cc1)C2=O	-1.7	-1	-10	3	5	-3	-4	29	0.6	1	-4
CCCOc1c(Cl)cc(C(=O)Nc2ccc3c(c2)OCO3)cc1OCC	-1.7	.	-9	-9	-11	22	0	-10	-0.4	0	2
O=C(CN1CCN(C(=O)C2CCCO2)CC1)Nc1ccc(F)cc1 (configuration not stated)	-1.0	0	-6	1	2	-9	-3	7	-1.7	5	-1
Oc1[nH]c2ccccc2c1N=Nc1ccccc1F	0.5	1	-3	3	-3	28	21*	24	41	-281	282*
C=CCN(C(=O)c1csnn1)C(C(=O)NCc1ccccc1)c1c(F)cccc1Cl (configuration not stated)	-0.2	.	-3	-11	-7	127	1	-25	0.1	-13	-2
CN(C)S(=O)(=O)c1cccc(NC(=S)NC(=O)c2ccco2)c1	0.2	2	-3	-5	-21	.	1	16	-1.6	-1	1
CC(=O)N1CC(C)Oc2ccc(S(=O)(=O)NC(CC(=O)O)c3cc(C)ccc3C)cc21 (configuration not stated)	-0.8	-2	-5	10	-12	-3	-1	-87	-1.1	-3	-1
Cc1ccc2c(CN(C)Cc3cccc(Cl)c3)cc(=O)oc2c1C	0.0	1	11	-7	2	-1	4	-24	-0.9	-9	-2
CCC1CCCCN1C(=O)CCS(=O)(=O)c1ccccc1 (configuration not stated)	0.0	0	-3	-7	-12	-8	-7	0	-0.7	-8	-2
CC(C)NC[C@@H](O)COc1ccc(CC(N)=O)cc1	0.1	.	-17	1	-3	3	-7	13	0.0	3	-5
O=C(Nc1cc(S(=O)(=O)N2CCOCC2)ccc1Cl)C(=O)c1c(-c2ccccc2)cc2ccccn12	-1.9	1	.	-5	-12	-16	3	.	0.6	-2	4
CCc1cc2c(=O)n(Cc3ccco3)c(SCC(=O)NCC3CCCO3)nc2s1 (configuration not stated)	2.5	4	2	-5	9	-5	0	16	0.0	-8	-1
CN(CC(=O)Nc1cccc(F)c1)C(=O)c1ccc(N2C(=O)c3ccccc3C2=O)cc1	0.7	-1	-1	?	4	-16	1	0	-1.8	-2	-1
CCn1c(SCC(=O)Nc2ccc(C)cc2)nnc1-c1cnccn1	.	-3	-2	-3	-13	-9	0	-18	-0.9	-12	-3
COc1ccccc1NC(=O)COC(=O)CCn1c(C)csc1=O	-0.2	0	-5	-1	-4	9	-1	-51	2.8	-6	-4
Cc1cc(Nc2ccc(N3CCOCC3)cc2)c2cccc(C)c2n1	-1.8	3	15	?	3	0	-7	7	-3.0	-6	6
Cc1c(C(=O)N(C)C2CCCCC2)sc2ncnc(N3CCN(c4ccccc4F)CC3)c12	-1.6	0	2	-12	-7	-7	-6	-30	-1.9	1	-2
Cc1ccc(NC(=O)N2CCC(NC(=O)c3cccc(F)c3)CC2)cc1	-6.4	0	-7	4	-10	175	-7	3	2.1	-16	2
CC(C)(C)OC(=O)NCCc1nnc(SCc2c(Cl)cccc2Cl)o1	2.5	-1	-1	-2	15	.	-5	9	1.4	-5	3
CCc1nnc(NC(=O)CSc2nnc(CCc3nc4ccccc4[nH]3)n2C)s1	0.1	3	-2	-2	-5	9	1	0	-1.9	-7	5
CN(C(=O)c1ccc(NC(=O)Cc2cccc(NC(=O)C3CCCN(S(=O)(=O)c4cccc([N+](=O)[O-])c4)C3)c2)cc1)C1CC1 (configuration not stated)	0.2	.	-6	3	-7	.	3	12	-1.9	3	-5
Nc1nc(N)c2[nH]c(=S)[nH]c2n1	2.9	2	-3	11	7	.	-4	23	-0.6	9	-2
CCOC(=O)C1CCN(C(=O)COC(=O)C2CCN(S(=O)(=O)c3ccc4c(c3)OCCO4)CC2)CC1	0.7	-1	-4	-1	-1	2	-1	0	1.8	-6	-3
CCOC(=O)c1ccc(NC(=O)COc2ccc(CNC3CCCCC3)cc2OC)cc1	0.3	4	21	-12	-12	-9	-3	-18	-1.9	-4	4
C[C@@H]1C(c2ccccc2)=NN(c2ccc(Br)cc2)[C@H]1C(=O)N1CCOC1=O	1.7	.	-10	8	-8	.	0	15	-1.2	1	-5
Cc1cc(NC(=O)CCCn2nc([N+](=O)[O-])cc2C)no1	-1.3	-2	-7	-6	-8	-3	-1	6	-1.6	-3	5
COc1ccccc1OCCCCCCN1CCN(C)CC1	-1.3	4	3	-7	-8	223	1	1	-2.7	-8	3
COc1cc2c(cc1OC)C(NC(=O)C(F)(F)F)CNC2=O (configuration not stated)	0.8	-3	-5	-2	5	-17	-8	-8	-0.9	-11	-2
CCC(CC)NC(=O)Nc1ccc(F)cc1F	1.1	0	0	3	-3	12	3	18	-0.5	3	-7
CCCc1cc(=O)[nH]c(=S)[nH]1	-0.1	.	-1	0	0	-8	-5	-14	-0.5	10	9
COc1ccc(C(C#N)c2ccc(=O)[nH]n2)cc1 (configuration not stated)	0.5	1	4	-5	-13	151	-2	-25	1.3	-7	0
Cc1ccc(C(=O)Nc2ccccc2C(N)=O)o1	-0.1	-1	6	-10	9	.	0	.	0.5	0	-3
FC(F)(F)c1cccc(NCc2cn3cccnc3n2)c1	.	-1	0	-6	13	20	-4	12	0.6	-18	-1
COc1ccc(CNC(=O)C2=CC(c3ccc(C)cc3)=NS(=O)(=O)N2C)cc1	0.6	.	5	-9	-12	12	-4	-18	-0.1	-7	9
COC(=O)c1ccc(/C=C2\Oc3ccccc3NC2=O)cc1	-1.2	-4	-5	33*	-21	114	-6	-18	-1.6	0	-6
COc1ccc(NC(=O)CSc2nnc(-c3ccccc3)n2Cc2ccco2)cc1OC	-1.8	-1	-1	-3	-10	20	-3	.	-0.1	1	-8
CCCCn1c(N)c(N(Cc2ccccc2OC)C(=O)CC2OC(=O)c3ccccc32)c(=O)[nH]c1=O (configuration not stated)	-0.7	3	3	-6	0	73	0	-17	0.0	-9	-5
COc1ccccc1-n1c(=O)c(C#N)c(-c2ccc([N+](=O)[O-])cc2)c2cc(C(=O)c3cc(F)ccc3O)cnc21	0.8	2	15	3	6	55	-2	-9	-0.9	-1	-3
CC(C)(CCC(=S)N1CCOCC1)C1CCCCC1	-1.0	-4	-2	-4	0	-3	4	-8	0.7	2	0
CCOC(=O)CSCC(=O)Nc1cc(C)ccc1C	-2.3	0	3	-7	-14	-15	-5	.	-1.0	-6	3
O=C(N/N=C/c1c[nH]c2ccccc12)c1cccc(Cl)c1	0.8	-3	-8	0	4	-5	1	18	3.8	-6	-10
O=S(=O)(c1ccc(F)c(F)c1F)N1CCN(C(=S)NCc2ccccc2)CC1	1.1	.	1	8	4	.	-4	.	0.3	-6	3
CCCCc1n[nH]c(=S)n1Cc1ccc(Cl)cc1	3.3	-5	-2	1	-3	1	-6	7	0.3	2	-4
COCCNC(=S)Nc1ccc2nsnc2c1	-1.6	31	44	1	-6	-7	-1	20	-1.9	-4	14
COc1ccccc1COC(=O)Nc1c(C)nn(C)c1Cl	-1.5	-2	7	1	-16	.	-5	.	-0.7	-4	4
COc1ccc(NC(=O)c2cncc(Br)c2)cc1S(=O)(=O)N1CCCCC1	-0.8	0	-2	-10	-1	-21	-2	19	3.1	0	-5
CCN(CC)c1ccc(N=CN2CCOCC2)cc1	0.6	39	5	-6	1	-22	-2	-3	-1.1	4	-2
Cc1cc(C)cc(-n2ncc3c2CCCC3NC(=O)c2cc(C)n(C)n2)c1 (configuration not stated)	-0.9	2	9	-16	-12	12	-6	-7	0.6	-10	3
CCC(=O)Nc1ccc2c(c1)ncn2CCc1ccccc1	1.7	4	12	4	7	0	-3	7	0.6	-2	-4
CN(C)c1ccc(CNCCC(Cc2ccccc2)c2ccco2)cc1 (configuration not stated)	-1.4	57*	18	-8	-5	34	-9	-108	-0.2	-6	3
COc1ccc(CCCN2CCC(CN3C(=S)NC[C@@H]3Cc3ccccc3)CC2)cc1OC	0.4	.	-13	12	-8	.	3	2	-0.9	1	-4
CCCOc1cccc(C2/C(=C(/O)c3ccccc3)C(=O)C(=O)N2CCN(C)C)c1 (configuration not stated)	-0.7	1	4	-5	-11	.	-5	-12	-1.2	-32	3
O=C(CN1CCCN(Cc2ccc(F)cc2Cl)C1=O)NC1CCCCCCC1	0.7	49	10	-3	4	9	-3	.	0.4	-8	-9
c1ccc(CNc2cncnc2)cc1	0.9	-1	0	0	-1	30	1	2	-0.5	-1	1
O=C(COc1ccc(Cl)cc1)NCc1nnc(SCC(=O)Nc2ccccc2F)o1	3.6	0	.	8	-9	-6	-6	-5	1.2	-25	-7
O=C(Nc1ccc(Cl)cc1)[C@@H]1[C@@H]2C(=O)N(c3ccc4ccccc4c3)C(=O)[C@@H]2[C@H]2C=CC=NN21	1.9	-1	7	-14	2	16	-1	.	0.9	6	11
CCN(CC)C(=O)c1[nH]cnc1C(=O)Nc1ccc(C)cc1	2.4	.	-2	0	-6	-1	-7	-1	2.5	-17	0
C=CCSc1nnc(-c2c[nH]c3ccccc23)n1CCOC	-0.2	0	-14	-9	-22	-11	2	-36	-0.2	-11	-2
CC1CC(=O)Nc2ccccc2N1S(=O)(=O)c1cccc(Cl)c1 (configuration not stated)	-0.4	-2	1	-16	-14	0	-2	-39	1.1	-2	4
CC1C(c2ccccc2)N(C)C(c2ccccc2)C(C)C1(O)C#Cc1ccccc1 (configuration not stated)	-0.3	3	.	-4	7	22	2	-22	-1.3	0	3

# The results go on:
structure	CDK5 inh	NSD2 HMT inh	Rtt109 Vps75	dFosB activator	PvdQ inh	SUMO Mot1 rescue	Keap1 Nrf2 FP	PfHsp90 yeast 2	LANA DNA inh	RTF Ca sens inh	RTF Ca sens act
O=S(=O)(Nc1ccc(Cl)cc1)c1cccc2cccnc12	-1.4	14	-1	4	-13	0	-6	4	1.0	-2	1
O=C(Nc1cccc(F)c1)Nc1ccc(Cl)cn1	1.1	0	2	-7	-7	4	0	-10	0.6	-5	-2
CC(=O)Nc1nnc(S(N)(=O)=O)s1	-4.2	.	8	0	-2	52	-4	7	3.1	-5	6
CCC(C)N1C(=O)c2ccccc2C1C(=O)NC1CCCCCC1 (configuration not stated)	-0.9	-2	-4	-2	-17	52	4	5	-1.1	3	2

# Screening data (PubChem)
